pPAFAH FP inh: pPAFAH (human) enzyme inhibition; Q13093; recombinant pPAFAH, FP-rhodamine probe fluorescence polarization; inhibition, % at 3.39 µM; hit rate 1.5% among 330,000;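 active = inhibition above the mean inhibition across the screen plus 3 SD, cut at about 25% in these data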;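 note: inhibitors block binding of the rhodamine activity-based probe so polarization drops; 0% = enzyme with DMSO and 100% = wells lacking pPAFAH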
PME-1 primary: blocks human protein phosphatase methylesterase 1; inhibition, % at 5.9 µM; Q9Y570; hit rate 0.53% among 320,000; recombinant PME-1, FP-Rh probe fluorescence polarization;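 active = inhibition above the campaign mean of all compounds plus 3 SD, cut at about 26% in these data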;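 note: competitive labeling of PME-1 active site by serine hydrolase directed probe; 0% = PME-1 with DMSO and 100% = wells lacking PME-1 enzyme; inhibitors block probe labeling so polarization falls and inhibition rises; many of its hits are not listed in these tables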
Fam108B counter: blocks mouse Fam108B hydrolase in RBBP9 counter-screen; hit rate 0.33% among 300,000; recombinant Fam108B, FP-Rh probe fluorescence polarization; inhibition, % at 9.51 µM;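 active = inhibition above the screen mean inhibition plus 3 SD, computed separately per campaign, cut at about 18% in these data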;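 note: inhibitors lower polarization as less probe binds the enzyme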
PAFAH2 FP inh: inhibitors of human PAFAH2; Q99487; recombinant PAFAH2, FP-rhodamine activity probe, fluorescence polarization; inhibition, % at 3.39 µM; hit rate 0.99% among 340,000; AID 492956;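 active = inhibition above the mean over all tested compounds plus 3 SD, cut at about 30% in these data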;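 note: inhibitors block probe labeling of enzyme so polarization drops; 0% = enzyme with DMSO and 100% = wells lacking PAFAH2 protein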
PAFAH1B2 inh: blocks human PAF acetylhydrolase 1b catalytic subunit 2; P68402; AID 492953; inhibition, % at 3.39 µM; recombinant PAFAH1B2, FP-rhodamine activity probe, fluorescence polarization; hit rate 1.2% among 340,000;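 active = inhibition above the mean of all tested compounds plus 3 SD, cut at about 24% in these data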;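 note: 0% = enzyme with DMSO and 100% = wells lacking PAFAH1B2; many of its hits are not listed in these tables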
PAFAH1B3 inh: PAFAH1B3 (human) inhibition | inhibition, % at 3.39 µM | hit rate 0.28% among 340,000 | Q15102 | AID 492972 | recombinant PAFAH1B3, FP-rhodamine probe, fluorescence polarization;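 active = inhibition above the screen-wide average of all tested compounds plus 3 SD, cut at about 25% in these data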;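 note: 0% = enzyme with DMSO only and 100% = wells lacking PAFAH1B3 protein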
LYPLA1 counter: LYPLA1 (human) inhibition in PME1 counter-screen. O75608. recombinant LYPLA1, FP-Rh probe fluorescence polarization. inhibition, % at 5.9 µM. hit rate 0.16% among 320,000;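 active = inhibition above the mean of all tested compounds plus 3 SD, set per campaign, cut at about 14% in these data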;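 note: inhibitors block serine hydrolase probe labeling of LYPLA1 so polarization falls; 0% = enzyme with DMSO and 100% = wells lacking LYPLA1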
PAD4 FP inh: blocks human protein arginine deiminase 4 | hit rate 0.41% among 330,000 | recombinant PAD4, RCA probe fluorescence polarization | Q9UM07 | inhibition, % at 6.36 µM;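 active = percent inhibition above a cutoff equal to the mean of all tested compounds plus 3 SD, cut at about 15% in these data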;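 note: 0% = PAD4 with RCA probe and DMSO and 100% = probe without PAD4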
Target sequence (Q9UM07 whole entry, looked up): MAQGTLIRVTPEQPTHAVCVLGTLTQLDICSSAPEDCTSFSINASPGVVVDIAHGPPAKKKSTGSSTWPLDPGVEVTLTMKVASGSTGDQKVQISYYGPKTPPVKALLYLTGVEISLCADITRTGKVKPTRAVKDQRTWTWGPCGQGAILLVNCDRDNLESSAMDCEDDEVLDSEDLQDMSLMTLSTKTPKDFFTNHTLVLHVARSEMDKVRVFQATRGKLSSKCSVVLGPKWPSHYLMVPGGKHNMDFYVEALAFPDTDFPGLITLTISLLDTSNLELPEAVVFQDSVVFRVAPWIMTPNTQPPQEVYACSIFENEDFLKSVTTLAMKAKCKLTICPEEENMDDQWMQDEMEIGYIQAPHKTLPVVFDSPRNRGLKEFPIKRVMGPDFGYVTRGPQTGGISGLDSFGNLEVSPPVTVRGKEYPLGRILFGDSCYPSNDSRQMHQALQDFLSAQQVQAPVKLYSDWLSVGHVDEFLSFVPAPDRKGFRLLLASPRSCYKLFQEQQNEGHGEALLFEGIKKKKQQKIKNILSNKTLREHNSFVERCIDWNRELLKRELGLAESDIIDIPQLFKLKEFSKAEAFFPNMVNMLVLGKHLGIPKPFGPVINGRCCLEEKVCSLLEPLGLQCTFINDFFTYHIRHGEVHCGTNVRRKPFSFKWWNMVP
GSTO1 counter: GSTO1 inhibition, counter-screen for RBBP9 inhibitors; AID 1974; P78417; recombinant GSTO1, activity-based probe fluorescence polarization; inhibition, % at 5.96 µM; hit rate 1.1% among 300,000;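 active = inhibition above the campaign mean inhibition plus 3 SD, cut at about 35% in these data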;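 note: 0% = GSTO1-1 with DMSO and 100% = wells lacking GSTO1-1 enzyme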
Target sequence (P78417 whole entry, looked up): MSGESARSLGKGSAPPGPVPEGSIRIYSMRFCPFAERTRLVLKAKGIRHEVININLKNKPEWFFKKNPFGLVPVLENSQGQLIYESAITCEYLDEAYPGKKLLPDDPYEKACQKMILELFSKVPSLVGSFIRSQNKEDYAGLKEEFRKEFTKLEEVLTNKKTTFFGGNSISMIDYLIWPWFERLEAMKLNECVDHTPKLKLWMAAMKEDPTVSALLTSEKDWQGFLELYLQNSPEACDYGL
Active calls of the source: *; x = not tested or not shown. The list is partial. The share of hits here may be higher or lower than overall.

SMILES | pPAFAH FP inh | PME-1 primary | Fam108B counter | PAFAH2 FP inh | PAFAH1B2 inh | PAFAH1B3 inh | LYPLA1 counter | PAD4 FP inh | GSTO1 counter
CCNC(=O)CC1S/C(=N/N=C(\C)c2ccccc2)NC1=O (centres undefined) | -3 | -5 | 3 | 10 | 0 | 1 | -2 | -2 | -4
COc1ccc(/C=C2\SC(N3CCc4ccccc4C3)=NC2=O)cc1OC | 4 | 16 | -2 | 10 | 1 | 5 | -3 | -2 | -4
CC1CN(C(=O)c2ccccc2Oc2ccccc2)CC(C)O1 (centres undefined) | 2 | 2 | 0 | 1 | 6 | 1 | -2 | 1 | 1
COC(C(=O)N/N=C(\C)c1ccc(O)cc1)c1ccccc1 (centres undefined) | 2 | -1 | -1 | -3 | 10 | 1 | 1 | -3 | 1
COCCOc1cc(-n2ccnc2SC)c(Cl)cc1Cl | 0 | -2 | -2 | 10 | 1 | 4 | -3 | 4 | 16
OCCCn1c(C(CO)Nc2nc(-c3ccc(Cl)cc3)cs2)nc2ccccc21 (centres undefined) | -1 | 6 | 3 | -3 | 2 | 8 | -3 | -1 | 5
Cc1ccc(C(=O)Nc2nnc(C3CCCCC3)s2)o1 | 1 | 4 | -1 | 3 | 8 | 7 | 1 | -3 | -10
Clc1ccccc1-c1nnc2sc(-c3ccc4c(c3)OCO4)nn12 | 15 | -43 | -8 | 1 | -1 | 8 | -3 | -3 | -16
O=c1c2ccccc2nc2c3ccccc3ncn12 | -5 | 0 | 4 | 2 | 5 | 7 | 2 | -5 | 3
CC(C)[C@H]1C(=O)Nc2ccccc2N1C(=O)N[C@@H](Cc1ccccc1)C(=O)N[C@H](Cc1ccccc1)C(=O)O | -1 | -3 | 2 | 5 | 5 | 11 | -2 | -8 | -4
O=C(CSc1ccc2ccccc2c1)NC1CCCc2ccccc21 (centres undefined) | 7 | 13 | 0 | 10 | 20 | 1 | 0 | 3 | 3
O=C(CCN1C(=O)S/C(=C/c2ccc(Cl)cc2)C1=O)N1CCOCC1 | 0 | 1 | 2 | -3 | -2 | 9 | -1 | -1 | 4
CC(=O)N1N=C(c2cccc(NS(C)(=O)=O)c2)CC1c1cccs1 (centres undefined) | 3 | -1 | 2 | -3 | 2 | 0 | -1 | -3 | -12
COc1ccc(-n2nc(C(=O)NCC(=O)N3CCCC3)c3ccccc3c2=O)c(OC)c1 | 0 | -6 | -1 | 0 | -3 | 6 | 5 | -4 | 4
CCOC(=O)C(C(=O)N(C)Cc1ccccc1)C1CCCCC1 (centres undefined) | -8 | 3 | 3 | 4 | 4 | 6 | 2 | -2 | -3
CC(C)NC(=O)Cn1cnc2c1c(=O)n(C)c(=O)n2C | 1 | 5 | 0 | 0 | 0 | -5 | 0 | 2 | 5
COc1ccc(-c2nc3c(n2O)CCc2c-3no[n+]2[O-])cc1 | 2 | 17 | 3 | 3 | 2 | 8 | 0 | -5 | -6
c1ccc(-c2ccc(-c3ccncn3)cc2)cc1 | -4 | -1 | -1 | 1 | 1 | 15 | 0 | -4 | 2
CC(C)S(=O)(=O)c1ccc(C(=O)Nc2ccc(F)cc2F)cn1 | 4 | -2 | -1 | -1 | -2 | 5 | -1 | -1 | 10
COc1ccc(-c2sc3ccc(OC)cc3c2-c2ccc(OCCN3CCOCC3)cc2)cc1 | 3 | x | x | -2 | -1 | 3 | x | 0 | x
COc1ccc(C2CC(=O)CC(=O)C2n2cncn2)cc1 (centres undefined) | 2 | 6 | -1 | -6 | 1 | 9 | 0 | 4 | 2
CCn1c2ccccc2c2cc(/C(C)=N/O)ccc21 | 4 | -2 | 1 | 1 | 2 | 6 | -1 | 16* | 6
COc1ccc(N2C(=O)C(Cl)=C(NCc3ccccc3)C2=O)cc1 | 3 | 0 | 1 | 6 | -3 | 0 | 3 | 2 | 24
O=C(O)c1ccc2c(c1)C(=O)N(c1ncccn1)C2=O | 6 | 1 | 6 | 0 | 0 | 1 | 1 | -1 | 7
O=C(CN(c1ccccc1F)S(=O)(=O)c1ccccc1)Nc1ccc2c(c1)OCCO2 | 3 | 3 | 1 | 6 | 13 | 9 | -2 | 1 | 2
O=C(Nc1ccc2c(c1)OCCO2)Nc1ccc2c(c1)OCO2 | 6 | 14 | 3 | -3 | 5 | 7 | 2 | 0 | 11
Cc1ccc2nc(NCc3ccccc3)c(C=O)c(=O)n2c1 | -2 | -3 | 0 | -1 | 2 | 3 | 0 | 1 | -5
Cc1ccccc1-c1cc2c(nn1)-c1ccccc1C2=O | 1 | 3 | 5 | 15 | 8 | 34* | 1 | 58* | 75*
Cc1ccc(-n2ncc3c(=O)[nH]c(SCC(=O)NCC4CCCO4)nc32)cc1 (centres undefined) | -2 | x | x | -3 | 1 | -1 | x | -1 | x
CCOC(=O)N1CCN(c2nc(-c3cccs3)cc(C(F)(F)F)n2)CC1 | -3 | -2 | -7 | -7 | -3 | 3 | -7 | 0 | 8
Cc1ccc(NC(=O)OCc2cc(-c3ccccc3)on2)cc1 | 4 | -2 | 0 | -3 | 5 | 5 | 0 | 0 | 4
O=C(NCS(=O)(=O)c1ccccc1)c1ccccc1 | 6 | 5 | -2 | -7 | 7 | 7 | -1 | -2 | 15
CCOC(=O)c1cc(-c2ccccc2)sc1NC(=O)CN1C(=O)NC(CC)(c2ccccc2)C1=O (centres undefined) | -1 | -14 | -8 | -5 | -1 | -7 | -7 | 0 | 4
COc1cc2c(C)nc3c(cnn3-c3ccccc3)c2cc1OC | 2 | 2 | -2 | 14 | 1 | 5 | -1 | 3 | 3
Cc1ccc(C)c(OCC(=O)Nc2ccc(S(=O)(=O)N3CCN(C)CC3)cc2)c1 | -5 | 0 | -1 | 0 | 10 | 9 | 2 | 10 | -7
Cc1ccc(C)c(NC(=O)CCC(=O)N/N=C/c2cc([N+](=O)[O-])ccc2O)c1 | 2 | 1 | 1 | -1 | 3 | 14 | 1 | 1 | 7
CCOC(=O)c1[nH]c(C)c(C(=O)OCc2ccc(C)cc2)c1C | 11 | -4 | 1 | 6 | 3 | 8 | 2 | -1 | -5
Cc1[nH]c2ccccc2c1/C=N/NC(=O)Cc1cccs1 | 14 | 3 | 5 | 2 | 1 | 5 | 5 | 2 | 0
CCOC(=O)c1sc2ccc(S(=O)(=O)N3CCCCC3)cc2c1N | 3 | -6 | 0 | -1 | 3 | 1 | -8 | -4 | 12
CCCCc1nnc(NC(=O)c2nc3nccc(C)n3n2)s1 | 6 | -2 | 0 | 4 | 8 | 5 | -3 | -1 | 1
O=C(NCc1ccc2c(c1)OCO2)C1CCCN1C(=O)Nc1ccc(F)cc1 (centres undefined) | -4 | 1 | -4 | -18 | -3 | 6 | 2 | -1 | 1
CCN1CCN(C(=O)CN(C)S(=O)(=O)c2cc(C)ccc2OC)CC1 | 0 | -3 | 2 | 8 | 6 | 1 | -1 | -2 | 5
Cc1ccc(-n2c(C)nc3c(cnn3-c3ccc(F)cc3)c2=O)cc1 | 2 | 6 | 2 | 7 | 4 | 6 | 3 | 2 | -4
CCN(C(=O)COC(=O)CSc1ccc(C)c(C)c1)C1CCS(=O)(=O)C1 (centres undefined) | 7 | 7 | 0 | 1 | 8 | 7 | 5 | 0 | 4
CCCCN(C(=O)/C=C/c1ccco1)c1c(N)n(CC(C)C)c(=O)[nH]c1=O | 0 | 6 | 2 | -7 | -1 | 8 | -1 | -1 | -6
CC(=O)Nc1cccc(C(=O)NC2CCCc3c2cnn3-c2ccc(C(C)(C)C)cc2)c1 (centres undefined) | -1 | -17 | -9 | -3 | 1 | 4 | -6 | -1 | -1
CSc1ncccc1C(=O)OCC(=O)N1CCN(S(=O)(=O)c2ccc(C)cc2C)CC1 | 2 | 11 | 3 | -2 | -1 | 4 | -2 | 5 | 3
CN1CC2CCCC3(C1)C(=O)NC1(CCCCC1)N=C23 (centres undefined) | 1 | -4 | 5 | 18 | -3 | 2 | -1 | 2 | 1
CCCc1cc(=O)n2[nH]c(-c3cccc(Br)c3)cc2n1 | 19 | -8 | 3 | 29 | -1 | 10 | -5 | -5 | -9
Cc1csc(NC(=O)c2sc3nc(-c4cccs4)ccc3c2N)n1 | 9 | 45* | 31* | x | x | x | -16 | -2 | -24
Additional records follow.
SMILES | pPAFAH FP inh | PME-1 primary | Fam108B counter | PAFAH2 FP inh | PAFAH1B2 inh | PAFAH1B3 inh | LYPLA1 counter | PAD4 FP inh | GSTO1 counter
Cc1cc(C(=O)NNC(=S)NCc2ccco2)n(C)n1 | 4 | -2 | 4 | -14 | 4 | -2 | -2 | -6 | 0
CC1CCC2(CC1)NC(=O)N(CC(=O)Nc1cccc(S(=O)(=O)N3CCCCC3)c1)C2=O (centres undefined) | -2 | x | x | -3 | 1 | 8 | x | -7 | x
CCOc1cc(OCC)cc(C(=O)NCCCN2CCOCC2)c1 | 4 | -3 | 0 | -4 | 1 | 8 | -1 | -6 | 5
Cc1ccc(S(=O)(=O)N(C)C)cc1NC(=O)CCCNC(=O)c1ccc(Cl)cc1 | -1 | -2 | 2 | -5 | 1 | 2 | 1 | 3 | 12
Cc1ccc2nc3ccc(N4CCN(C)CC4)nn3c(=O)c2c1 | 3 | 4 | 2 | 6 | -3 | -3 | 0 | -3 | 8
Nc1ccc(NS(=O)(=O)c2ccccc2)cc1 | -5 | -3 | -1 | 0 | -1 | 1 | -3 | 4 | -4
Cc1ccn2c(=O)nc(SCC(=O)NCc3ccc(F)cc3)nc2c1 | 27* | 6 | -6 | 11 | 2 | 7 | 5 | -8 | 5
O=C(Nc1ccc([N+](=O)[O-])cc1)c1cccc(S(=O)(=O)Nc2cccnc2)c1 | 0 | -7 | 0 | 3 | -1 | 12 | 0 | -1 | 5
COC(=O)C1=C(C)N(c2ccc(OC)c(OC)c2)C(=O)C1 | 3 | -4 | 3 | 6 | 2 | 7 | 2 | -10 | 5
CC(=O)n1cc(/C=N/NC(=O)c2ccc(Cl)cc2)c2ccccc21 | -1 | 8 | 4 | 0 | 1 | 6 | -2 | -2 | 6
OCCCNc1nc(-c2ccccc2)c2cc(Br)ccc2n1 | 0 | 1 | -4 | -9 | -2 | 7 | -4 | 0 | 1
CCCn1c(CN2CCN(C(=O)OCC)CC2)nc2cc([N+](=O)[O-])ccc21 | 4 | 3 | 0 | 1 | 8 | 9 | 5 | -2 | 2
CC(CCO)Nc1nc2c(c(=O)n(C)c(=O)n2C)n1Cc1cccc(Br)c1 (centres undefined) | 3 | 11 | -1 | -2 | 3 | 2 | 5 | -2 | 3
C[C@H](NC(=O)c1[nH]cnc1C(=O)Nc1ccc(Cl)cc1)c1ccccc1 | -2 | 7 | x | -8 | 1 | 1 | -27 | -7 | x
Cc1ccccc1-n1c(SCC(=O)NCC2CCCO2)nc2c([nH]c3ccccc32)c1=O (centres undefined) | -1 | -2 | 2 | 0 | 3 | -4 | -1 | -2 | -2
O=C(Nc1nnc(S(=O)(=O)N2CCCCCC2)s1)c1ccccc1Cl | -1 | -7 | 0 | 17 | 14 | 4 | -1 | -2 | -80
O=C1c2ccccc2C(=O)C12OC2c1cccc2ccccc12 (centres undefined) | 5 | 3 | 1 | 19 | 16 | 65* | -3 | -15 | 75*
Fc1ccccc1-n1c(-c2ccc3ccccc3n2)n[nH]c1=S | 8 | -3 | 1 | 10 | 3 | 4 | -1 | -3 | -2
CC[C@H](C)NC(=O)CCCCCn1c(=S)[nH]c2c([nH]c3ccc(OC)cc32)c1=O | -1 | -13 | -30 | -3 | 2 | 7 | -3 | 1 | 9
CCOC(=O)Cn1cc(C#N)c2cccc(CC)c21 | 7 | 2 | 3 | 2 | 3 | 13 | 0 | 4 | 3

Bioassay records from PubChem BioAssay.
